# EPAC2 antag: qHTS for Antagonist of cAMP-regulated guanine nucleotide exchange factor 2 (EPAC2): primary screen; 0.18% of 360,000 active; Potency, µM (doses to about 114 µM), for the others: top-dose activity, negative = inhibition, most hits filed as inhibitors; AID 720708, 2013; EPAC2 GEF exchange of Rap1B-BODIPY-GDP, fluorescence; Rap guanine nucleotide exchange factor 4 (Homo sapiens), Q8WZA2; also: potency is read from the fitted curve at half-maximal effect; % is scaled to controls: 0 for no effect and ±100 for the full control effect; nearly all actives have a fitted effect of over 45% in size; many of its hits are not listed in these tables
# Target sequence (Q8WZA2 whole entry, looked up): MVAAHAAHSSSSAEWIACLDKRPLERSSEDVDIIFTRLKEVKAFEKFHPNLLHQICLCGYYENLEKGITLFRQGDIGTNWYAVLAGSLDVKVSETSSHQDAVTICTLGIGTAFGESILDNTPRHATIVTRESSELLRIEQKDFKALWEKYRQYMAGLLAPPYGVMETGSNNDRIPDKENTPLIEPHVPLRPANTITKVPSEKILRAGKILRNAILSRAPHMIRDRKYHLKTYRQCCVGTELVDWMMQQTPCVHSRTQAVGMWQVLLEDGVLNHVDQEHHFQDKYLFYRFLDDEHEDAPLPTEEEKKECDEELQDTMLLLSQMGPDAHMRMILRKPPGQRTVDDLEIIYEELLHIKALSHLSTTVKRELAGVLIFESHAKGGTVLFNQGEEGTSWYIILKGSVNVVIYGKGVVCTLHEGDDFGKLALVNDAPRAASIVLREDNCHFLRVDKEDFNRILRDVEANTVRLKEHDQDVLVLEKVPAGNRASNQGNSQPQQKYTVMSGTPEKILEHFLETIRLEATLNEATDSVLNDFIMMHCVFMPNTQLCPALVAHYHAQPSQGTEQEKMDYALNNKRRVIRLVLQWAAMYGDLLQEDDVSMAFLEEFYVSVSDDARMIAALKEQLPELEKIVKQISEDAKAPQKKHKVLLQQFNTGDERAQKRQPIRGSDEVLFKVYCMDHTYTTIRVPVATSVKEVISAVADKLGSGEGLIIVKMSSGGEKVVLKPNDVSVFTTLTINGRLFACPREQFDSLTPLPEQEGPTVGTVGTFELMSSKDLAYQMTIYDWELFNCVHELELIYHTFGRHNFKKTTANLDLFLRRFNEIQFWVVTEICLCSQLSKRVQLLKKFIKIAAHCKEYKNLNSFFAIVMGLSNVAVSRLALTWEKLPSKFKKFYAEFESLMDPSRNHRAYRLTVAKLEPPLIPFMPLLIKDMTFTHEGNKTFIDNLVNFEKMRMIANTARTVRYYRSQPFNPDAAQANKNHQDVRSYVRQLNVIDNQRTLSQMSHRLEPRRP
# D3 antag: qHTS of D3 Dopamine Receptor Antagonist: qHTS; D(3) dopamine receptor (Homo sapiens), P35462; D3R cells, DiscoveRx beta-arrestin luminescence, antagonist mode; hits give low values; max response, negative = inhibition, %; 2.5% of 360,000 active; AID 652054, 2013; in the data active = max response below about -50%; inconclusive = no clear call, values can overlap the other calls; also: % is scaled to controls: 0 for no effect and ±100 for the full control effect; mostly tested at two doses, the higher about 12 µM
#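 Cells expressing the human receptor were seeded at 1500 cells/well, incubated overnight at 37 degrees C in 5% CO2, then exposed to library compounds with dopamine controls for 90 minutes at 37 degrees C before luminescent detection.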
# DRD3 agonist: qHTS of D3 Dopamine Receptor Agonist: qHTS | D3R DiscoveRx beta-arrestin cells, luminescence, 90 min | max activation, % | 0.58% of 410,000 active | AID 652048, 2013; in the data active = max activation above about 30%; also: 0% is about no effect; mostly tested at two doses, the higher about 12 µM
#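 Agonist mode: compounds and dopamine controls were applied to plated cells for 90 min at 37 degrees C after an overnight attachment at 1500 cells/well. Luminescent read-out followed 30 - 60 minutes at room temperature with DiscoveRx detection reagent.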
# pAkt inh: HTS Assay for Inhibitors of Akt Phophorylation: Primary Screen. AID 651550, 2012. activity change, % for hits at 50 µM. 0.32% of 360,000 active. Neuro2A IGF-stimulated pAkt S473 HTRF, 20 min; hits give low values; in the data active = activity change below about -80%; inconclusive = mostly about -51% to -80%; also: % is scaled to controls: 0 for no effect and ±100 for the full control effect
#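 Single-point screen (50 µM final compound) in Neuro2A cells stimulated 20 min with 6 nM IGF at 37 deg C. After lysis, Ser473-phosphorylated Akt read by HTRF (ex 330 nm, em 615/665 nm) as the 665/615 ratio.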
# CCT modulator: High-Throughput Screening for Modulators of Cytosolic Chaperonin Activity. purified chaperonin ATPase assay, HTRF ADP detection, 30 min. 0.3% of 360,000 active. AID 651819, 2012. activity change, % (concentration not given with the values), hits read low; in the data active = activity change below about -30%; also: % is scaled to controls: 0 for no effect and ±100 for the full control effect
#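 Enzyme 40 or 20 nM (batch-dependent) in Tris pH 7.4/KCl/MgCl2/DTT; cpd 76 uM single point; ATP 10 uM; 30 min 37 °C; Transcreener ADP HTRF detection, 30 min RT; ratio 665/615.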
# EPAC2 agonist: qHTS for Agonist of cAMP-regulated guanine nucleotide exchange factor 4 (EPAC2): primary screen. Potency, µM (top dose mostly 154 µM), without a hit: at the highest dose activation, actives largely listed as activators. EPAC2 activation, biochemical qHTS; response scale: 100% = 6.5 mM cAMP response. 0.079% of 360,000 active. AID 720711, 2013. Rap guanine nucleotide exchange factor 4 (Homo sapiens), Q8WZA2; also: potency is read from the fitted curve at half-maximal effect; nearly all actives have a fitted effect of over 50% in size
#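 Guanine nucleotide exchange by EPAC2 is measured as reduced fluorescence of BODIPY-GDP once it is released from 250 nM Rap1B. Plates are read kinetically for 30 min at room temperature; results are scaled to 6.5 mM cAMP.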
# PTHR1 agonist: qHTS for PTHR1 Agonists: Primary Screen. Parathyroid hormone/parathyroid hormone-related peptide receptor (Homo sapiens), Q03431. HEK293 GP2 PTHR1 cells, GloSensor cAMP luminescence, 1 h. Potency, µM (highest dose often 115 µM), for the others: at the top dose activation, most hits filed as activators. 0.075% of 410,000 active. AID 743266, 2014; also: potency is read from the fitted curve at half-maximal effect; nearly all actives have a fitted effect of over 55% in size; some results filed as inactive show a strong effect at the top dose; inactives centre near -15; many of its hits are not listed in these tables
#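 HEK-293-derived GP2 cells expressing PTHR1 and a GloSensor cAMP reporter, 3,000/well, plated overnight, given luciferin plus IBMX (each 0.5 mM as added) for 1 h at 37 °C, then compound for 1 h at 37 °C. Luminescence was read after 15 min at room temperature.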
# Mm-Cpn inhibitor: Inhibitors of TCP-1 ring complex (TRiC) of Methanococcus maripaludis (MmCpn): qHTS; Chaperonin Mm-Cpn (Methanococcus maripaludis); purified Mm-Cpn ATPase, ADP Transcreener TR-FRET; Potency, µM (highest dose often 76.9 µM), for the others: at the highest dose activity, negative = inhibition, hits mostly inhibitors; 0.031% of 330,000 active; also: potency is read from the fitted curve at half-maximal effect; % is scaled to controls: 0 for no effect and ±100 for the full control effect; nearly all actives have a fitted effect of over 80% in size
#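 TR-FRET (320 nm excitation; 590 and 665 nm emission) reports ADP made from 10 uM ATP by 25 nM enzyme; compounds were preincubated 10 min, reaction run 30 min, both at 37°C.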
# Starred values were filed as active, the others as inactive; i = inactive; u = inconclusive; x = not tested or not shown; [ ] = another dose, or the depositor's remark. Unless noted, calls follow the shape of the dose curve; as a rule, active = well fitted curve in the direction sought with a large enough effect; inconclusive = small, poorly fitted or top-dose-only effect, or another doubt; inactive = no such curve, though single readings can be large; an effect the other way counts as inactive or inconclusive. Only part of the results is shown (hit frequency here may not be typical).
mol,EPAC2 antag,D3 antag,DRD3 agonist,pAkt inh,CCT modulator,EPAC2 agonist,PTHR1 agonist,Mm-Cpn inhibitor
O=C(COC(=O)Cc1cn2ccsc2n1)NC12CC3CC(CC(C3)C1)C2,7%,-21,-1,i,1.1,-3%,i,0%
Cn1c(CCN2CCOCC2)nc2cc(NC(=O)COc3ccccc3)ccc21,-1%[57.1 µM],-3,0,i,-1.6,11%,i,1%
O=C1c2cccc3cccc(c23)C(=O)N1CC1CCCO1 (stereo not drawn),3%,-4,-7,i,-2.4,17%,-37%[inhibitor],0%
COc1ccc(N(CC(=O)N/N=C/c2ccccc2F)S(=O)(=O)c2ccccc2)cc1,2%,6,-4,i,0.0,-8%,i,2%
Cc1ccc(NC(=O)COc2ccc(-c3nnco3)cc2)cc1S(=O)(=O)N1CCOCC1,1%,5,0,i,-0.5,1%,-2%,0%
Cc1ccc(CNC(=O)c2ccc3c(=O)n(CCCN4CCCC4=O)c(=S)[nH]c3c2)cc1,-14%,35,-3,x,0.8,-6%,i,-2%
O=C(NC1=NCCS1)[C@H](Cc1ccccc1)N1C(=O)c2ccccc2C1=O,2%,-6,0,i,1.1,3%,i,0%
COc1ccccc1NC(=O)N1CCCC1C(=O)Nc1nnc(C(C)C)s1 (stereo not drawn),-2%,-6,-4,i,-0.6,6%,i,0%
COc1ccc(C(=O)NC2CCN(S(=O)(=O)Cc3ccccc3)CC2)c(OC)c1,12%,-12,9,i,-2.3,-8%,i,0%
COC(=O)C1[C@H]2SC(C)(C)C(C(=O)OC)N2C(=O)N1Cc1nc2ccccc2s1 (stereo partly drawn),0%,-16,38*,i,-0.9,5%,i,-7%
CCCCCC(=O)Nc1c2c(nc3ccccc13)CCC2,-5%,50,2,i,-2.6,-2%,-12%,-1%
Cn1c(=O)n(CC(=O)Nc2ccccc2)c2ccccc21,10%,14,3,i,-1.5,8%,i,0%
CCOc1ccc(NC(=O)CN(C)C(=O)c2cc(C)on2)cc1OCC,24%,1,6,i,2.6,3%,-22%,2%
C=CCn1c(=O)c2c(nc(-c3ccc(S(=O)(=O)O)cc3)n2C)n(C)c1=O,-2%,-8,-15,i,-0.4,7%,-13%,x
CC(=O)Nc1ccc(-c2nc3c(C)cccc3[nH]2)cc1,-4%,24,-6,i,-0.9,-2%,-5%,0%
Cc1ccc2c(c1)c1c(n2CC(O)CN2CCCCCC2)CCCC1 (stereo not drawn),-2%,-68*,-2,i,-0.9,7%,-14%,1%
CC(C)Oc1ccc(CNC(=O)CCC(=O)N2CC(C)Sc3ccccc32)cc1 (stereo not drawn),-24%,2,-1,i,-3.2,13%,-38%[inhibitor],-5%
COc1ccc(NC(=O)c2ccccc2-c2ccccc2C(=O)O)cc1,2%,-8,6,i,1.2,6%,-6%,3%
O=C(CNC(=O)c1ccc2ccccc2c1)NCc1ccc(F)cc1,2%,u,-16,i,-0.5,0%,i,0%
COc1ccc(CN2C(=O)C(CC(=O)NCCN3CCOCC3)CC(C(=O)N3CCOCC3)=C2C)cc1 (stereo not drawn),6%,12,8,i,-0.8,3%,-15%,x
COc1ccc(S(=O)(=O)Nc2cc(C)on2)cc1OC,2%,48,-4,i,-0.7,2%,i,-2%
COc1ccc(N2CCN(c3cc(C)c4ccccc4n3)CC2)cc1,-4%,-15,2,i,-0.8,16%,-4%,0%
O=C(Nc1ccccc1Cl)c1sccc1-c1ccccc1,-24%,-3,-4,i,1.2,19%,i,-21%
Cc1cnc(NC(=O)Cc2ccc(Br)cc2)s1,-6%,3,5,i,0.4,6%,i,1%
O=C(CCc1ccc(S(=O)(=O)N2CCOCC2)cc1)N/N=C/c1cccc(O)c1,8%,-5,-2,i,-2.0,3%,-9%,0%
COCCNC(=O)C(C#N)c1nc2ccccc2nc1N1CCCCCC1 (stereo not drawn),4%,8,-2,i,1.7,19%,-12%,-5%
COc1ccc(/C=N/NC(=O)c2cccnc2)cc1CN1CCOCC1,-1%,-6,-4,i,-13,0%,-23%,0%
CCOC(=O)C1CCN(C(=O)CSc2cc(=O)n(C)c3ccccc23)CC1,-6%,28,2,i,0.5,5%,-13%[57.5 µM],0%
CNC(=O)c1ccc(C)c(NC(=O)C2=C(C)OCCS2)c1,10%,12,1,i,-2.5,7%,0%,u
Cc1ccc2c3c1C(=O)C(=O)N3C(C)(C)CC2C (stereo not drawn),3%,19,2,i,1.7,5%,-12%,-1%
Cc1ccccc1C(=O)Nc1ccc2nc3n(c(=O)c2c1)CCCC3,2%,-7,-2,i,0.2,-4%,-9%,-2%
Cc1ccc(C(=O)NCCC2=CCCCC2)cc1S(=O)(=O)N1CCOCC1,13%,24,-1,i,1.8,5%,-32%[inhibitor],2%
CC(C)c1ccc(C(=O)NN2CCOCC2)cc1,-3%,2,3,i,-0.8,5%,-1%,-1%
COc1ccc(/C(C)=N/Nc2cccc(C(=O)O)c2)cc1OC,-4%,-14,-6,i,-6.1,17%,-19%,0%
CCNC(=O)C1(C)CCCN(C(=O)CCc2cccs2)C1 (stereo not drawn),8%,-12,6,x,-2.9,21%,-4%,x
CS(=O)(=O)c1ccc(N2CCN(C3CC(=O)NC3=O)CC2)cc1 (stereo not drawn),1%,-8,-4,i,1.2,9%,-22%[57.5 µM],1%
Cc1ccc(C(C)(C)C)cc1S(=O)(=O)Nc1cccc(C(=O)N2CCN(c3ccccn3)CC2)c1,-7%,16,6,i,0.5,8%,-30%,-1%
COc1ccc(NC(=O)NC(C)(C(F)(F)F)C(F)(F)F)cc1,3%,0,3,i,-79*,-2%,-14%,1%
Cc1ccccc1OCCC(=O)Nc1cc(S(=O)(=O)N2CCOCC2)ccc1OC(C)C,1%,0,9,i,-6.1,6%,-9%,0%
COc1cc(/C=N/NC(=O)c2csc3c2CCCC3)cc(OC)c1O,8%,-12,-2,i,-2.1,-9%,i,-1%
Oc1ccc(C=NNC(=S)Nc2ccc(F)cc2)c(O)c1,5%,27,33*,i,0.4,4%,-1%,x
COC(=O)COc1cccc2c(=O)n(CC(=O)NCc3ccc(F)cc3)ccc12,17%,u,-10,i,-2.6,-5%,-12%,-1%
O=C(N/N=C/c1ccc(Cl)cc1)c1nc2ccc([N+](=O)[O-])cc2c(=O)[nH]1,-10%[57.1 µM],10,4,i,1.1,-2%,-47%[inhibitor],u
CCC(C)NC(=O)C(Cc1ccccc1)NS(=O)(=O)c1ccc2c(c1)CCC(=O)N2 (stereo not drawn),0%,38,0,i,-1.0,6%,i,1%
COc1ccc(N2C(=O)CC2(/C=C/c2ccccc2OC)C(=O)NC2CCCC2)cc1 (stereo not drawn),-1%,7,0,i,-1.4,3%,-25%[57.5 µM],1%
CC(C)N(C(=O)[C@H]1C[C@H](CC(=O)NCCCn2ccnc2)C(=O)N2CCc3c([nH]c4ccc(Cl)cc34)[C@]12C)C(C)C,14%,u,-10,i,-0.6,-5%,i,4%
CCn1c(SCc2ccccc2)nc2ccccc2c1=O,-16%,7,14,i,0.4,16%,i,x
CCCCn1c(N)c(N(CC)C(=O)C(c2ccccc2)c2ccccc2)c(=O)[nH]c1=O,2%,1,0,i,-2.1,5%,-5%,-7%

# Entries listed so far that have a Cl atom, in the order listed:
mol,EPAC2 antag,D3 antag,DRD3 agonist,pAkt inh,CCT modulator,EPAC2 agonist,PTHR1 agonist,Mm-Cpn inhibitor
O=C(Nc1ccccc1Cl)c1sccc1-c1ccccc1,-24%,-3,-4,i,1.2,19%,i,-21%
O=C(N/N=C/c1ccc(Cl)cc1)c1nc2ccc([N+](=O)[O-])cc2c(=O)[nH]1,-10%[57.1 µM],10,4,i,1.1,-2%,-47%[inhibitor],u
CC(C)N(C(=O)[C@H]1C[C@H](CC(=O)NCCCn2ccnc2)C(=O)N2CCc3c([nH]c4ccc(Cl)cc34)[C@]12C)C(C)C,14%,u,-10,i,-0.6,-5%,i,4%

# The list continues:
mol,EPAC2 antag,D3 antag,DRD3 agonist,pAkt inh,CCT modulator,EPAC2 agonist,PTHR1 agonist,Mm-Cpn inhibitor
Cc1ccc(C(=S)N2CCN(Cc3ccccc3)CC2)cc1,-4%,-71*,-26,i,1.7,6%,-5%,3%
Cc1ccc(N(NC(=O)C(C)(C)O)C(=O)c2ccccc2)cc1C,9%,-3,0,i,-5.5,3%,-1%,u
Cc1cccc(NC(=O)C2CCN(S(=O)(=O)c3ccc4c(c3)NC(=O)CO4)CC2)c1C,9%,0,-5,i,3.9,10%,-22%,-2%
CCN(CC(=O)Nc1c(F)cccc1F)C(=O)CSCc1ccc(C)cc1,-11%,16,0,i,0.1,2%,i,x
CC1CC=C2C(C#N)=C(N)C(C#N)(C#N)C(c3cccs3)C2C1 (stereo not drawn),9%,u,1,i,-2.2,2%,-15%,-1%
Cc1cc(C(=O)NCc2ccccc2F)c2ccccc2n1,-5%,7,3,i,-0.5,5%,i,-2%
O=C(c1cccc(N2C(=O)C3C4C=CC(C4)C3C2=O)c1)N1CCN(c2ccccc2Cl)CC1 (stereo not drawn),-19%,-24,-8,i,-1.2,16%,-50%[inhibitor],2%
Cc1c(Cl)c([N+](=O)[O-])nn1CCCC(=O)N1CCN(c2ccccc2)CC1,0%,u,-3,x,-2.3,4%,-5%[57.5 µM],0%
COc1ccc(C2c3c(ncn(CCCN4CCOCC4)c3=N)Oc3ccc4ccccc4c32)cc1OC (stereo not drawn),-10%,-8,-4,i,-5.1,7%,i,0%
O=C(/C=C/Nc1ccc(F)c(F)c1)c1cccs1,-5%,-5,1,i,-0.5,-2%,-10%,1%

# Assay outcomes deposited in PubChem by National Center for Advancing Translational Sciences (NCATS).
